Screening results deposited in PubChem BioAssay by National Center for Advancing Translational Sciences (NCATS).
Pf growth 48h – Primary qHTS for delayed death inhibitors of the malarial parasite plastid, 48 hour incubation | P. falciparum luciferase growth in erythrocytes, 48 h | Potency, µM (series often up to 28.7 µM), without a hit: top-dose activity change, negative = inhibition, actives largely listed as inhibitors | 310,000 compounds, 5.9% hits; also: potency is read from the fitted curve at half-maximal effect; % is scaled to controls: 0 for no effect and ±100 for the full control effect
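Erythrocytes infected with P. falciparum carrying an integrated firefly luciferase reporter (2% hematocrit, 0.1% parasitemia final) were exposed to compounds in RPMI 1640 with 0.5% Albumax at 37 C, 5% CO2. Growth inhibition was scored as reduced luminescence.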
Sm TGR block – qHTS Assay for the Inhibitors of Schistosoma Mansoni Peroxiredoxins; 360,000 compounds, 3% hits; Potency, µM (highest dose often 114 µM), without a hit: at the top dose activity change, negative = inhibition, usual class: inhibitors; AID 485364, 2010; Schistosoma mansoni thioredoxin glutathione reductase (TGR), Q962Y6; purified TGR, DTNB reduction, TNB absorbance 405 nm; also: potency is read from the fitted curve at half-maximal effect; % is scaled to controls: 0 for no effect and ±100 for the full control effect; nearly all actives have a fitted effect of over 60% in size
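Kinetic colorimetric format: TGR-catalysed, NADPH-driven DTNB reduction monitored via TNB absorbance. Enzyme dispensed at 20 nM; compound exposure 15 min at room temperature before reaction start.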
Pf growth 96h – Primary qHTS for delayed death inhibitors of the malarial parasite plastid, 96 hour incubation. 320,000 compounds, 6.9% hits. Potency, µM (doses to about 28.7 µM), without a hit: at the top dose activity change, negative = inhibition, hits mostly inhibitors. P. falciparum luciferase reporter growth, 96 h; also: potency is read from the fitted curve at half-maximal effect; % is scaled to controls: 0 for no effect and ±100 for the full control effect
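Compounds incubated with erythrocytes infected by luciferase-expressing P. falciparum (2% hematocrit, 0.05% parasitemia final) for 96 hours, 37 C in 5% CO2. Growth inhibition scored as decreased luciferase luminescence.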
CHX counter – Cycloheximide Counterscreen for Small Molecule Inhibitors of Shiga Toxin; cell reporter, cycloheximide protein synthesis inhibition counterscreen; max response, %; 300,000 compounds, 12% hits; in the data active = max response mostly above about 13%, no sharp cut-off; inactive = mostly below about 14%; also: read at 38.3 µM for the half of the compounds with a filed dose; 0% is about no effect
Shiga toxin inh – A qHTS for Small Molecule Inhibitors of Shiga Toxin; Vero cells, Shiga toxin protein synthesis inhibition reporter; inhibition, % at 38.7 µM; 290,000 compounds, 9.2% hits; in the data active = inhibition mostly above about 28%, no sharp cut-off; inactive = mostly below about 43%; also: 0% is about no effect
Giardia FBPA inh – qHTS Assay for Inhibitors of Fructose-1,6-bisphosphate Aldolase from Giardia Lamblia | purified Giardia FBPA | AID 2451, 2010 | 290,000 compounds, 0.71% hits | Potency, µM (series often up to 59.6 µM), inactives show top-dose activity, negative = inhibition, usual class: inhibitors | A8B2U2; also: potency is read from the fitted curve at half-maximal effect; % is scaled to controls: 0 for no effect and ±100 for the full control effect; nearly all actives have a fitted effect of over 55% in size
Target sequence (A8B2U2 whole entry, looked up): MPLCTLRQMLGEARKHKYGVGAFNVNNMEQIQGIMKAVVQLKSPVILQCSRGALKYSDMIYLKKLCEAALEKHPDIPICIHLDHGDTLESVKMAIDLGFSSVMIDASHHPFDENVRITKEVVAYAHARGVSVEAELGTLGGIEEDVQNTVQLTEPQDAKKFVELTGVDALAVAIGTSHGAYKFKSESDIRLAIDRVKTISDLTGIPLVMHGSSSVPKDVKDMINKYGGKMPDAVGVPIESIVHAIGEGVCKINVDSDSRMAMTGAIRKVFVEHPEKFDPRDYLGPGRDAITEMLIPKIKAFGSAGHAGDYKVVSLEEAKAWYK
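40 nM FBPA preincubated 10 min at RT with compound (up to 57.5 uM final), then substrate plus GAPDH/TPI/NAD/arsenate coupling and diaphorase/resazurin added. Fluorescence read after 20 min at RT, 525/598 nm.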
* marks the source's active call; other numbers are inactive results; u = inconclusive; x = no result given; & = joins results of further samples; ! = not confirmed by another sample; [ ] = remark or other dose. Unless noted, calls follow the shape of the dose curve; as a rule, active = well fitted curve in the direction sought with a large enough effect; inconclusive = small, poorly fitted or top-dose-only effect, or another doubt; inactive = no such curve, though single readings can be large; an effect the other way counts as inactive or inconclusive.

SMILES | Pf growth 48h | Sm TGR block | Pf growth 96h | CHX counter | Shiga toxin inh | Giardia FBPA inh
CNC(=O)C(=O)N/N=C/c1cccnc1 | 24.1% | 5.6% | u | 13.4 | 18.4 | 20.0%
O=C(N/N=C/c1ccccc1F)c1ccc(COc2ccccc2Cl)o1 | -4.2% | 0.5% | -1.5% | -2.2 | 10.3 | -12.3%
Nc1c(S(=O)(=O)O)cc(NC(=O)c2ccccc2)c2c1C(=O)c1ccccc1C2=O | 28.6% | -30.3% | 18.2% | 6.7 | -18.0 | -13.9%
CCOc1cc(CO)ccc1OCC(=O)N1CCCCC1 | 12.2% | -14.4% | 2.0% | 7.4 | 2.1 | -0.2%
Cc1c(CN2CCC(C(=O)Nc3ccc(Oc4ccccc4)nc3)CC2)cnn1C | -10.7% | 1.6% | u | -9.9 | 10.2 | x
CCOC(=O)c1c(NC(=O)C2=C(C)NC(=S)NC2c2ccccc2C(F)(F)F)sc(C)c1C (configuration not stated) | -18.5% | 0.0% | -1.2% | 3.1 | 11.9 | 0.7%
CCc1noc(C)c1C(=O)N(CCOC)c1c(N)n(CC(C)C)c(=O)[nH]c1=O | 1.1% | -17.9% | -11.0% | 5.5 | 1.9 | 14.5%
Cc1csc(NC(=O)C2CCCC2)n1 | x | 0.0% | 56.2%[activator] | 27.8* | 32.7 | -12.1%
Cc1nc(CCNC(=O)c2cccs2)cs1 | 13.3% | -27.1% | x | 9.5 | 18.5 | -0.8%
CC1(c2ccc3ccccc3c2)NC(=O)N(CC(=O)N2CCC(C(N)=O)CC2)C1=O (configuration not stated) | 1.5% | -1.3% | 8.2% | x | x | x
CCOc1cc(CNCC2CCCN2CC)cc(Cl)c1OC (configuration not stated) | -8.3% | x | u | 8.9 | -4.5 | -13.6%
CCC(=O)Nc1cccc2cccnc12 | 7.3% | x | 18.4% | 5.0 | 26.8 | -5.5%
Cc1nc(CN2CCCC2=NC#N)n(-c2ccccc2)n1 | 9.0% | -2.2% | 24.0% | -3.1 | -1.5 | 3.1%
COC(=O)c1ccc(CN2CCCC(C(=O)Nc3ccc(-c4ccn[nH]4)cc3)C2)cc1 (configuration not stated) | -2.0% | 0.0% | 44.0%[activator] | 8.8 | -15.2 | x
COc1ccc2nc(SCC(=O)Nc3ccccc3C#N)[nH]c2c1 | -6.7% | -4.5% | 5.2% | 4.0 | 49.2 | -3.1%

4 of these compounds, set out differently.
smiles: CNC(=O)C(=O)N/N=C/c1cccnc1
  Pf growth 48h: 24.1%
  Sm TGR block: 5.6%
  Pf growth 96h: u
  CHX counter: 13.4
  Shiga toxin inh: 18.4
  Giardia FBPA inh: 20.0%
smiles: O=C(N/N=C/c1ccccc1F)c1ccc(COc2ccccc2Cl)o1
  Pf growth 48h: -4.2%
  Sm TGR block: 0.5%
  Pf growth 96h: -1.5%
  CHX counter: -2.2
  Shiga toxin inh: 10.3
  Giardia FBPA inh: -12.3%
smiles: Nc1c(S(=O)(=O)O)cc(NC(=O)c2ccccc2)c2c1C(=O)c1ccccc1C2=O
  Pf growth 48h: 28.6%
  Sm TGR block: -30.3%
  Pf growth 96h: 18.2%
  CHX counter: 6.7
  Shiga toxin inh: -18.0
  Giardia FBPA inh: -13.9%
smiles: CCOc1cc(CO)ccc1OCC(=O)N1CCCCC1
  Pf growth 48h: 12.2%
  Sm TGR block: -14.4%
  Pf growth 96h: 2.0%
  CHX counter: 7.4
  Shiga toxin inh: 2.1
  Giardia FBPA inh: -0.2%

Continued:
SMILES | Pf growth 48h | Sm TGR block | Pf growth 96h | CHX counter | Shiga toxin inh | Giardia FBPA inh
CC(=O)c1nn(-c2cccc(Br)c2)cc1C(=O)c1ccco1 | -2.8% | 1.9% | -16.5% | -1.4 | 24.2 | 1.8%
COc1ccc(OCC(=O)N2N=C(C(F)F)CC2(O)C(F)F)cc1 (configuration not stated) | 14.5% | 0.2% | -5.7% | -5.6 | -5.2 | 3.1%
N#CCCN(CC(=O)O)S(=O)(=O)c1ccccc1 | -4.1% | -4.7% | -5.3% | -2.8 | -3.3 | 2.1%
Cc1ccc(-c2csc3nnc(SCC(=O)NCc4ccc5c(c4)OCO5)n23)cc1 | u | -3.9% | x | -1.8 | 10.2 | 6.1%
COc1ccccc1C(=O)Nc1ccnn1C1CCN(Cc2cnn(C)c2C)CC1 | -4.5% | -0.5% | 6.57µM* | -3.4 | -5.7 | 2.6%
Cc1cc(NC(=O)CSc2nnc3c(C)cc4cc5c(cc4n23)OCO5)no1 | 7.4% | -8.6% | -18.7% | -7.5 | -9.4 | -3.2%
O=S(=O)(c1ccc(=S)[nH]c1)N1CCCCCC1 | 5.1% | 1.2% | 4.4% | x | x | x
COc1ccc(N=Cc2c(O)n(-c3ccc(OC)cc3)c(=O)c3ccccc23)cc1 | -17.0% | 9.3% | u | -6.6 | -15.1 | 2.3%
COC(=O)c1ccc(COC(=O)CNS(=O)(=O)c2ccc(C)cc2)cc1 | 99.0%[activator] | -14.8% | -0.5% | 32.9* | 80.9* | 0.0%
Cc1cc(-c2ccccc2)c2c3c(c(-c4ccccc4)n2n1)c(=O)n(C)c(=O)n3C | u | 0.4% | u | -4.4 | 15.7 | -2.0%
CCN(CC)N=Nc1ccc(S(=O)(=O)Nc2nc(C)cc(C)n2)cc1 | 0.0% | 11.2µM*! | u | -4.1&-1.5 | -7.6&-10.9 | -4.6%&-27.8%
CC(=O)/C(N=Nc1cc2c(c([N+](=O)[O-])c1C)C(C)(C)CC2(C)C)=C(\C)O | 93.5%[activator] | 5.3% | u | 2.4 | 15.1 | -4.2%
C/C(=N\OC(=O)NC(C)C)c1sc(-c2ccc(Cl)cc2)nc1C | 94.2%[activator] | -0.7% | 138.0%[activator] | 33.6* | 111.6* | 2.2%
CC(=O)Nc1ccccc1OC(C)C(=O)NC(C)c1ccc(F)cc1 (configuration not stated) | -2.1% | -5.7% | 1.1% | -3.3 | -13.6 | 0.3%
O=C(NC(Cc1ccccc1)C(=O)O)/C(=C\c1ccco1)NC(=O)c1ccccc1Br (configuration not stated) | 4.5% | u | 9.6% | -1.8 | -4.0 | u
Cc1onc(-c2c(Cl)cccc2Cl)c1C(=O)NCc1ccc(S(N)(=O)=O)cc1 | -22.3% | 1.5% | u | 2.8 | x | 4.4%
CC(C)(C)c1ccc(CS(=O)CC(O)CO)cc1 (configuration not stated) | 8.4% | 0.1% | 21.1% | -2.5 | -6.9 | 3.6%
CC1=NN(c2ccc(S(=O)(=O)O)cc2Cl)C(=O)C1 | 20.2% | -1.0% | u | -2.4 | -13.7 | u
Cc1c(C(=O)NC(c2ccccn2)C(F)(F)F)oc2c(F)cccc12 (configuration not stated) | 13.4% | -12.6% | u | -2.3 | -14.7 | 7.5%
Cc1nnc(SCC(=O)Nc2ccc(Oc3ccccc3)cc2)n1N | -9.3% | -7.6% | 1.7% | 0.5 | -16.9 | -6.0%
CCc1ccc(C2NC(=O)c3ccccc3O2)cc1 (configuration not stated) | -15.7% | 0.8% | 13.5% | 11.2 | 34.3 | -1.6%
O=S(=O)(NCC(c1ccco1)N1CCN(c2ccc(F)cc2)CC1)c1ccc2c(c1)OCCO2 (configuration not stated) | -11.0% | 0.9% | u | -1.8 | -11.4 | -1.8%
CCCc1nc(N)c(C#N)c(-c2cccnc2)c1CC | x | u | u | -4.2 | -20.0 | 1.3%
Cc1ccc(S(=O)(=O)C(C#N)c2nc3ccccc3nc2OCCO)cc1 (configuration not stated) | -4.9% | -10.3% | 4.1% | 7.6 | 29.1 | -6.5%
COc1ccc2nc(N3CCCC3)[nH]c2c1 | 61.1%[activator] | 9.5% | x | 18.6* | 29.1 | -21.4%
O=C(Nc1ccc(F)cc1)Nc1nnc(-c2ccncc2)s1 | u | -7.7% | u | -2.8 | 24.0 | x
CCOC(=O)CC(=O)CSc1nc2c(sc(=S)n2-c2ccccc2)c(=O)[nH]1 | -15.7% | -2.6% | x | -1.2 | -0.5 | 3.9%
CCN1CCN(S(=O)(=O)c2ccc(Cl)c(C(=O)N(C)C(c3ccccc3)c3ccccc3)c2)CC1 | 9.28µM* | 30.5% | 13.1µM* | x | x | x
CCOc1ccc(N(CC(=O)NCc2ccccc2)S(C)(=O)=O)cc1 | 49.3%[activator] | 3.2% | 43.4%[activator] | 26.3* | 68.1* | 4.0%
Cc1cccc(OCC(O)Cn2c(=N)n(CCN3CCCCC3)c3ccccc32)c1 (configuration not stated) | 2.94µM* | 2.0% | 2.62µM* | 7.7 | -7.0 | 5.7%
COCc1cc(OC(=O)N(C)C)nc2c1c(C)nn2C | 31.0%[activator] | 17.7% | -3.0% | -1.6 | -1.7 | 1.6%
COc1cccc(COC(=O)C2CCN(S(=O)(=O)c3cccs3)CC2)c1OC | u | -0.4% | 8.3% | x | x | x
O=C(CC1C(=O)NCCN1C/C=C/c1ccccc1)NCCc1cnccn1 (configuration not stated) | u | 0.1% | 6.9% | -6.5 | -11.0 | x
CC1(OC(=O)CCc2ccccc2)C(=O)C=C2C=C(c3ccc(C#N)cc3)N(C3CCCCC3)C=C2C1=O (configuration not stated) | u | -35.9% | u | -3.5 | -5.8 | u
Cc1nc(NCCCn2ccnc2)c2ccccc2n1 | x | -5.4%[11.4 µM] | 0.9% | -2.4 | -6.5 | -20.4%
Cc1ccc(NC(=O)CN(C)CC(=O)Nc2ccc(F)c(Cl)c2)cc1 | u | -1.7% | 62.1%[activator] | -4.4 | -21.8 | u
COc1cc(CNCCc2ccccc2)cc(Br)c1OCC(=O)Nc1ccccc1C | -21.0%[5.75 µM] | 14.3% | u | -2.4 | 4.1 | -5.4%
Cc1nc2ccccn2c1C(=O)N/N=C/c1ccc(F)cc1 | 63.7%[activator] | -16.9% | u | -2.4 | 49.1 | -2.9%
CC(=O)n1cc([C@@H]2C=C(C(=O)N3CCN(Cc4ccccc4)CC3)O[C@H](OCc3ccc(CO)cc3)C2)c2ccccc21 | 0.928µM* | 25.1µM* | 3.29µM* | -0.8 | -4.6 | -23.5%
O=C(CC(Nc1ccccc1)c1ccccc1)C1CC1 (configuration not stated) | -5.9% | -1.1% | -11.1% | -2.9 | -13.3 | 3.2%
CCCC(=O)Nc1c(C)n[nH]c1C | 1.4% | 10.2% | 0.586µM* | -3.7 | 0.4 | 10.6%
CC1Sc2ccc(C(=O)O)cc2NC1=O (configuration not stated) | 7.0% | -10.1% | x | 7.0 | 29.8 | 0.0%
Cc1csc(NC(=O)Cc2ccccc2[N+](=O)[O-])n1 | 26.7% | 11.1% | -63.2% | 16.1 | 8.6 | -10.6%
CS(=O)(=O)c1nc(-c2ccccc2)cc(C(F)(F)F)n1 | -16.8% | 10µM* | 10.9% | -6.3 | -6.8 | 6.1%
CC(C)CCn1c(=O)c2sccc2n2c(CCCC(=O)N3CCN(c4ccccn4)CC3)nnc12 | u | -9.5% | u | -1.1 | -10.9 | x
O=C(CSc1nc2[nH]ncc2c(=O)[nH]1)Nc1ccc(Cl)c(Cl)c1 | 8.7% | -0.7% | 0.0% | x | x | x
COc1ccc(/C=C2\C(=O)NC(=S)N2C(=O)c2ccc(F)cc2)cc1 | 18.9% | -6.6% | 114.8%[activator] | 1.8 | -2.4 | 2.5%
CCn1c(N2CCN(S(=O)(=O)c3ccccc3C(F)(F)F)CC2)nc2ccccc21 | u | 0.0% | u | -8.5 | -22.3 | 8.1%
Cc1csc(NC(=O)C2CCCCN2S(=O)(=O)c2ccccc2)n1 (configuration not stated) | u | 0.1% | -0.9% | 13.4* | 25.5 | -15.9%
Cc1ccc(C(=O)NC(=S)NCCCN2CCOCC2)cc1 | 32.6%[activator] | 3.0% | 16.8% | 20.3 | 50.4* | 2.1%
